LMPTP inh = blocks human LMPTP phosphatase; P24666; 0.22% of 360,000 active; recombinant LMPTP-A, OMFP fluorogenic substrate, fluorescence intensity; AID 651560; inhibition, % at 20 µM;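 active means compounds that cut the enzyme signal by at least half of the control window in the single-dose screen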;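 further: plate controls were DMSO wells with enzyme plus substrate for no effect and substrate without enzyme for full effect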
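Buffer or medium: Bis-Tris pH 6.0, DTT, detergent; Assay system: LMPTP-A enzyme; Quantity: 0.625 nM enzyme; Detection: endpoint fluorescence intensity; Times: 50 min dark incubation at room temperature; Controls: substrate-only low control, DMSO enzyme-plus-substrate high control; Doses: single 20 µM dose; Read-out: percent inhibition versus substrate-only and uninhibited controls; Reagent: 400 µM OMFP.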
Rpn11 block = inhibitors of human proteasome Rpn11. human 26S proteasome, Ub4-pepOG fluorescence polarization; 20S core pre-blocked with epoxomicin. calls only at 20 µM. 0.59% of 360,000 active;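 active means inhibition at 20 µM, scaled to each plate's controls, above about 33%, limit read from the data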
SKN-1 inh = blocks SKN-1 activity in C. elegans; C. elegans VP596 Pgst-4::GFP/RFP ratio, acrylamide-induced, 24 h; inhibition, % at 21.8 µM; 0.49% of 360,000 active; AID 624304;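 active means interference check ratio from 0.5 to 1.5 plus GFP to RFP signal ratio inhibition reaching or exceeding a fixed threshold, cut at about 30% in these data, passing the limit was not always enough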; further: some compounds called inactive have numbers as strong as hits
Scp1 inh = inhibitors of human Scp-1 phosphatase | inhibition, % at 20 µM | Q9GZU7 | Recombinant Scp1, phosphopeptide, malachite green phosphate absorbance | 0.88% of 340,000 active;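 active means inhibition above about 50% at 20 µM, limit read from the data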;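 further: plate controls were DMSO wells with enzyme for no effect and wells lacking enzyme for full effect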
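Assay system: SCP-1 catalytic fragment, aa 76-261 | Buffer or medium: Tris acetate buffer pH 5.5 with MgCl2 and Tween-20 | Compound: One concentration, 20 µM, with 1.0% DMSO | Also added: Phospho 17-mer peptide substrate | Signal: Absorbance at 630 nm | Incubation: 45 min enzyme reaction at room temperature | Measure: % inhibition of SCP-1 phosphate liberation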
NRP1-CendR mod = modulators of CendR peptide binding to human neuropilin-1; O14786; 0.85% of 360,000 active; inhibition, % at 25 µM; FAM-RPARPAR peptide binding to NRP-1, fluorescence polarization; AID 602438;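 active means inhibition or corrected inhibition above about 18%, plus a signal ratio from 0.5 to 1.5, limit read from the data, passing the limit was not always enough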; further: strong numbers were not always called active
NadD block = NadD (S. aureus) enzyme inhibition. purified NadD enzyme, colorimetric absorbance read-out. inhibition, % at 20 µM. 0.78% of 360,000 active. AID 602399; in the data active means inhibition above about 26%; further: some compounds past the cut are filed as inactive
MT1-MMP act inh = MT1-MMP (human) activation inhibition; P50281; HT1080 RFP-PRO-GFP cells, GFP/RFP ratio fluorescence, overnight; percent of plate control window, DMSO zero; GFP/RFP ratio change, % at 20 µM; 0.061% of 360,000 active;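 active means GFP/RFP ratio change of at least 30% with cell ATP level not reduced by more than half and red fluorescence within 50% of control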; further: strong numbers were not always called active
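system = RFP-PRO-GFP reporter HT1080 cells | dosing = 20 µM single dose, 1% DMSO | timing = overnight cell settling, then overnight compound exposure, 37 °C, 5% CO2 | read-out basis = GFP/RFP fluorescence ratio | controls = DMSO and RFP-L50D-GFP cell wells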
DNMT1 block = blocks human DNA methyltransferase DNMT1. P26358. DNMT1 molecular beacon, Hinp1I cleavage, fluorescence. inhibition (reported as % activation of signal), % at 10 µM. 0.83% of 360,000 active; in the data active means inhibition above about 50%
Target sequence (P26358 504-1616 limits assumed): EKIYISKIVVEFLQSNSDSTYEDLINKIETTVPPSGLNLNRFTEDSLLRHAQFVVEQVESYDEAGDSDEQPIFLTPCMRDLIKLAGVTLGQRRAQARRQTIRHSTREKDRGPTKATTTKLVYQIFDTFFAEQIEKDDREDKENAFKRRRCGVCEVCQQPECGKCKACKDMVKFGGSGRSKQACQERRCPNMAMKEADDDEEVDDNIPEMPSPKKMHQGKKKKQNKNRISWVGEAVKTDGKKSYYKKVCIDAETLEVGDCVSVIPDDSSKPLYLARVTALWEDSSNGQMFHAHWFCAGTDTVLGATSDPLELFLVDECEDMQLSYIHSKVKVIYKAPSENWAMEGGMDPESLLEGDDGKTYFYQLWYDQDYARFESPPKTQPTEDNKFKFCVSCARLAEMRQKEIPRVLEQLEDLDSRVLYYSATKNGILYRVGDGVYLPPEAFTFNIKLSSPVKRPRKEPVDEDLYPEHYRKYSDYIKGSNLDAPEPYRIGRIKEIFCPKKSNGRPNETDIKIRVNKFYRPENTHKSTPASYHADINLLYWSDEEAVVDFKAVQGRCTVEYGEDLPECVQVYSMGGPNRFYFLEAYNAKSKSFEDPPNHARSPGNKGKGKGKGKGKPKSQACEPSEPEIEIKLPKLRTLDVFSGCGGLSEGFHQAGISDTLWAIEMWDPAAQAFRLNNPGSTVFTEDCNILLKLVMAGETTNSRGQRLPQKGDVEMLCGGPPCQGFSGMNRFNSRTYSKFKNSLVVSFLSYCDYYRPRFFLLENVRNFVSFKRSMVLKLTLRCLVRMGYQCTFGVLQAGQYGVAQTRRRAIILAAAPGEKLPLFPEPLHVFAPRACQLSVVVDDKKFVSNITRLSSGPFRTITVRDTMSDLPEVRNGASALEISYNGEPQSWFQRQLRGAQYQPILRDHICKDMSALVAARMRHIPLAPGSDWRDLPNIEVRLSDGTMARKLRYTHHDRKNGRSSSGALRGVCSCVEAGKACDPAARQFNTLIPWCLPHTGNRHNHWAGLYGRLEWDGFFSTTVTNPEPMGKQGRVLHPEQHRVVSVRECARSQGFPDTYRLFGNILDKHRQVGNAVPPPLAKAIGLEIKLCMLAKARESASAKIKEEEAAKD
SUMO1-SIM PPI = SUMO1-SIM interaction modulation. inhibition, % at 20 µM. 0.33% of 360,000 active. SUMO1 binding to a labelled peptide, TR-FRET, 1 h. P63165; in the data active means inhibition above about 37%
STEP inh = STEP (human) phosphatase inhibition; P54829; recombinant STEP, OMFP fluorogenic substrate, fluorescence; inhibition, % at 20 µM; 0.25% of 360,000 active; AID 588621;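 active means inhibition at 20 µM, scaled per plate between control wells, above about 37%, limit read from the data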;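 further: 0% = DMSO with enzyme and substrate and 100% = substrate only without enzyme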
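Material: STEP (striatal-enriched tyrosine phosphatase) enzyme, cell-free; Compound dosing: 20 µM single dose in 1% DMSO; Technique: fluorescence read at 480 nm ex / 540 nm em; Times: reaction 20 min, ambient temperature; Medium: 50 mM Bis-Tris pH 6.0 with 2.5 mM DTT and 0.005% Tween 20; Also added: OMFP at 25 µM.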
Numbers without * were called inactive; i = inactive; x = no result given.

SMILES	LMPTP inh	Rpn11 block	SKN-1 inh	Scp1 inh	NRP1-CendR mod	NadD block	MT1-MMP act inh	DNMT1 block	SUMO1-SIM PPI	STEP inh
Cc1cc(=O)n2nc(N3CCC(C(=O)N4CCN(Cc5ccccc5)CC4)CC3)sc2n1	-2.0	i	4	-10	0	3	-1	0	3	4
C=Cn1ccnc1CC(O)c1ccc(OC)cc1 (stereo not drawn)	0.0	i	-1	3	-1	-2	5	7	5	-8
Cc1c(N=NC2=C(O)CC(C)(C)CC2=O)c(=O)n(-c2ccccc2)n1C	1.1	i	5	-8	-15	1	1	-2	-19	3
Clc1ccc(C2=CSC3=NCCN23)c(Cl)c1	0.6	i	-18	-7	12	-2	-4	3	2	1
CCOC(=O)c1c(NC(=O)C2c3ccccc3Oc3ccccc32)sc(C(N)=O)c1C	2.5	i	3	-1	-10	5	-9	3	-1	5
COc1ccc(C=C(C(C)=O)C(C)=O)cc1OC	-2.0	i	23	-6	4	-5	-3	1	2	2
CCn1cc(S(=O)(=O)Nc2ccc(Cl)cc2F)cn1	-1.0	i	1	-8	11	-2	-1	0	-2	0
COc1cccc(/C=N/NC(=S)Nc2cccc(S(=O)(=O)N(C)C)c2)c1	1.2	i	-3	-11	-16	-3	6	-3	-4	4
Cn1c(SCC(=O)N2CCOCC2)nnc1-c1ccc(NC(=O)c2ccccc2F)cc1	0.1	i	13	13	5	3	0	-1	-4	0
Cc1ccc(SCCNC(=O)/C=C/c2ccccc2Cl)cc1	4.2	i	26	-20	0	3	4	4	-2	2
Cc1cc(S(=O)(=O)N(C)CCc2ccccc2)ccc1-n1cnnn1	-0.5	i	-17	-19	7	-3	1	0	-3	2
O=C(COc1ccc([N+](=O)[O-])cc1)NCc1cccnc1	-1.9	i	-6	-7	0	-1	1	3	-8	2
CC(SCc1ccccc1)C(=O)Nc1ccccc1Br (stereo not drawn)	0.6	i	16	-5	11	-3	-5	2	1	-1
COC(=O)[C@@]12CCCCN1[C@H](c1ccc(-c3ccc(Cl)c(Cl)c3)cc1)[C@H]1C(=O)N(C)C(=O)[C@H]12	3.6	i	-3	-4	-5	0	2	-1	-11	2
CCOc1c2ccc(C(=O)NCc3ccc4c(c3)OCO4)cc2nn1CC	0.6	i	10	1	4	-2	-2	1	-6	1
Cc1cccc(N2CCN(C(=O)c3ccc4nc[nH]c4c3)CC2)c1C	-0.9	i	-1	-8	-9	0	6	2	1	0
COC(=O)c1cc(C)sc1NC(=O)CC1Nc2ccccc2NC1=O (stereo not drawn)	-0.6	i	-7	-7	-30	3	-13	24	-3	3
COC(C(=O)NCc1ccc(C)cc1)c1ccccc1 (stereo not drawn)	-1.1	i	6	-3	1	-5	-2	6	1	-4
CC(=O)NC(=S)Nc1ccc(N2CCOCC2)c(S(=O)(=O)Nc2cc(Cl)ccc2Cl)c1	1.9	i	9	-6	3	5	2	-3	7	1
CCCNC(=S)N1CCN(c2nc(-c3cccc(OC)c3)cs2)CC1	-0.1	i	7	-8	-8	-5	-1	-14	4	0
CCN(CC(=O)NC(C)(C)C)C(=O)c1ccc(Br)cc1	0.1	i	-2	4	-1	3	-2	2	-6	15
Cc1c(NC(=O)c2ccc(NS(=O)(=O)c3ccccc3)cc2)c(=O)n(-c2ccccc2)n1C	-0.3	i	-3	-3	-3	-4	0	2	0	1
Cc1nc2sc3c(c2c(=O)n1NC(=O)CCl)CCCC3	-0.7	i	7	4	1	8	-1	-6	7	0
CNC[C@H]1Oc2c(NS(=O)(=O)c3ccc(OC)cc3)cccc2C(=O)N([C@H](C)CO)C[C@H]1C	-1.8	i	-5	-3	-3	-3	-5	8	-3	-2
COc1cc(OC)cc(-c2c(C#Cc3ccsc3)c3cc(-c4ccc5[nH]ccc5c4)ccc3n2C)c1	1.3	i	13	-3	-8	25	0	-12	-3	-4

Part of the list above, with the structure last:
LMPTP inh	Rpn11 block	SKN-1 inh	Scp1 inh	NRP1-CendR mod	NadD block	MT1-MMP act inh	DNMT1 block	SUMO1-SIM PPI	STEP inh	Molecule
-1.9	i	-6	-7	0	-1	1	3	-8	2	O=C(COc1ccc([N+](=O)[O-])cc1)NCc1cccnc1
0.6	i	16	-5	11	-3	-5	2	1	-1	CC(SCc1ccccc1)C(=O)Nc1ccccc1Br (stereo not drawn)

Going on with the list:
SMILES	LMPTP inh	Rpn11 block	SKN-1 inh	Scp1 inh	NRP1-CendR mod	NadD block	MT1-MMP act inh	DNMT1 block	SUMO1-SIM PPI	STEP inh
CC(O)(C#CCN1CCCCC1)c1ccccc1 (stereo not drawn)	-1.0	i	0	12	3	-7	0	2	1	0
COc1cc(C(C)=O)ccc1OCC(=O)Nc1ccc(Cl)c(S(=O)(=O)N2CCOCC2)c1	0.4	i	-3	-2	0	-4	-5	-3	16	-2
COc1ccc(CCNC(=O)C2CCN(S(=O)(=O)c3ccc(F)cc3)CC2)cc1	-1.6	i	5	-8	-1	-16	-1	-2	21	1
Cn1cc(Br)c(C(=O)NN2C(=O)C3C(C2=O)C2C=CC3C23CC3)n1 (stereo not drawn)	-0.2	i	-2	-1	2	1	0	2	5	0
CCOC(=O)Nc1ccccc1N1C(=O)c2ccccc2C1=O	0.1	i	-3	-5	-62	-5	2	2	-6	4
Cc1cc(C(=O)NCC(=O)Nc2c(C)cccc2C)c(C)o1	-1.2	i	4	-5	6	-3	2	3	-1	-2
COCCN1C(=O)CCC1(C)C(=O)Nc1ccc2c(c1)OCCO2 (stereo not drawn)	0.2	i	5	x	-4	-8	2	10	4	-3
COc1cccc(CN(C)C(=O)c2csc3c2CCCC3)c1OC	-1.8	i	-1	-2	-11	9	1	-2	5	-4
CCOC(=O)c1sc(N)nc1C(C)C	-1.1	i	-12	-8	-9	6	2	1	-2	3
Cc1ccc(S(=O)(=O)N(C)CC(=O)NCCc2c[nH]c3ccccc23)cc1	0.4	i	3	-1	3	-7	1	-1	-5	3
CC(=O)c1ccc(OCCCC(=O)NC2CCCc3ccccc32)cc1 (stereo not drawn)	-1.1	i	-6	-11	-14	-4	10	1	-6	2
Cc1cccc(Nc2ccc3nonc3c2[N+](=O)[O-])c1C	8.3	i	-18	6	-2	3	2	2	-17	6
CCc1ccc(C(=O)NCC2COc3ccccc3O2)o1 (stereo not drawn)	0.2	i	-7	-7	-19	3	-1	-1	1	3
OCCC1CN(Cc2cnc(-c3ccc(Cl)cc3)nc2)CCN1C1CCCCC1 (stereo not drawn)	-0.4	i	-4	45	0	-10	1	1	-6	2
CCOc1cccc(-c2c(C(=O)N/N=C/c3ccoc3)nnn2-c2nonc2N)c1	-0.5	i	-14	-6	1	-5	-4	1	-9	-5
CN(C)c1cc[n+](CC(=O)N2c3ccccc3Sc3ccccc32)cc1	-0.8	i	8	2	0	3	-7	-1	-1	1
Cc1csc2c(=O)sc(NC(=O)c3cccs3)nc12	69*	i	7	97*	3	-5	-1	5	36	95*
CCOCc1c(C(=O)NCC(c2ccco2)N2CCCC2)oc2ccccc12 (stereo not drawn)	1.1	i	6	-5	-10	-7	-21	-3	-4	0
CC1=C(C(=O)N(C)C)CC(CC(=O)NCc2ccco2)C(=O)N1Cc1ccccc1 (stereo not drawn)	-1.4	i	-11	x	6	3	4	7	2	0
O=C(NCCCN1CCOCC1)c1cnccn1	-2.8	i	2	8	-5	-3	1	0	2	-2
Cc1cccc(-c2cc3nc(-c4ccccc4)cc(=O)n3[nH]2)c1	-0.6	i	-7	-9	14	-1	-2	1	-1	-1

A different layout for some results above:
Order of values – LMPTP inh	Rpn11 block	SKN-1 inh	Scp1 inh	NRP1-CendR mod	NadD block	MT1-MMP act inh	DNMT1 block	SUMO1-SIM PPI	STEP inh
> CC(O)(C#CCN1CCCCC1)c1ccccc1 (stereo not drawn)
 : -1.0	i	0	12	3	-7	0	2	1	0
> COc1cc(C(C)=O)ccc1OCC(=O)Nc1ccc(Cl)c(S(=O)(=O)N2CCOCC2)c1
 : 0.4	i	-3	-2	0	-4	-5	-3	16	-2
> COc1ccc(CCNC(=O)C2CCN(S(=O)(=O)c3ccc(F)cc3)CC2)cc1
 : -1.6	i	5	-8	-1	-16	-1	-2	21	1
> Cn1cc(Br)c(C(=O)NN2C(=O)C3C(C2=O)C2C=CC3C23CC3)n1 (stereo not drawn)
 : -0.2	i	-2	-1	2	1	0	2	5	0
> CCOC(=O)Nc1ccccc1N1C(=O)c2ccccc2C1=O
 : 0.1	i	-3	-5	-62	-5	2	2	-6	4
> Cc1cc(C(=O)NCC(=O)Nc2c(C)cccc2C)c(C)o1
 : -1.2	i	4	-5	6	-3	2	3	-1	-2
> COCCN1C(=O)CCC1(C)C(=O)Nc1ccc2c(c1)OCCO2 (stereo not drawn)
 : 0.2	i	5	x	-4	-8	2	10	4	-3
> COc1cccc(CN(C)C(=O)c2csc3c2CCCC3)c1OC
 : -1.8	i	-1	-2	-11	9	1	-2	5	-4
> CCOC(=O)c1sc(N)nc1C(C)C
 : -1.1	i	-12	-8	-9	6	2	1	-2	3
> Cc1ccc(S(=O)(=O)N(C)CC(=O)NCCc2c[nH]c3ccccc23)cc1
 : 0.4	i	3	-1	3	-7	1	-1	-5	3
> CC(=O)c1ccc(OCCCC(=O)NC2CCCc3ccccc32)cc1 (stereo not drawn)
 : -1.1	i	-6	-11	-14	-4	10	1	-6	2
> Cc1cccc(Nc2ccc3nonc3c2[N+](=O)[O-])c1C
 : 8.3	i	-18	6	-2	3	2	2	-17	6
> CCc1ccc(C(=O)NCC2COc3ccccc3O2)o1 (stereo not drawn)
 : 0.2	i	-7	-7	-19	3	-1	-1	1	3
